TAG inh = inhibitors of triacylglycerol accumulation, primary screen, cell-based, uHTS, fluorescence, H9c2. H9c2 cells, Nile Red lipid (TAG) fluorescence; cells loaded with 200 µM oleic acid. actives 0.66% (n = 230,000). inhibition, % at 12.5 µM. AID 651582, 2012;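 active = pattern-corrected inhibition of lipid staining of at least 50% with the nuclear-stain viability signal not falling by more than 50%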;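 also: 0% = DMSO wells and 100% = triacsin C control wells; some results filed as inactive read as strong as hits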
TAG inh DAPI viability = further read-out of TAG inh, marked with its call; DAPI nuclei signal change (viability), lower = more cytotoxic, %;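 whole-well DAPI fluorescence read on a plate reader as a viability signal; minus 50 percent equals half of cells still viable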
Active calls of the source: *; i = inactive. The list is partial. The share of hits here may be higher or lower than overall.

SMILES | TAG inh | TAG inh DAPI viability
Cc1ccc(S(=O)(=O)Nc2ccc(C(=O)N3CCCC3)cc2)cc1 | 6 | 4
O=C(Nc1cccc(F)c1)Nc1cnccn1 | -10 | 6
Cc1ccccc1Nc1c(C)c(C)nc2ncnn12 | -30 | -10
CCn1c(SCC(=O)NCc2ccco2)nc2cccnc21 | -34 | 3
CC1CC(=O)Nc2ccccc2N1S(=O)(=O)c1ccc(F)cc1F (stereo not given) | -5 | 5
CC(C)n1cc(C(=O)c2cc(Br)ccc2O)cc(C#N)c1=O | -24 | 3
CCNC(=O)C1CCCN(Cc2cc(-c3ccccc3)on2)CC1 (stereo not given) | 0 | 16
CCOC(=O)N1CCN(C(=O)c2c(N)no[n+]2[O-])CC1 | 3 | 8
Cc1csc(=O)n1CCC(=O)OCc1nnc(-c2ccccc2Cl)o1 | -1 | 7
CON(C)S(=O)(=O)c1cccc(C(=O)Nc2ccc(S(=O)(=O)NC3=NCCCCC3)cc2)c1 | 1 | 6
Cc1cc(C)cc(C(=O)NCC(=O)OCC(=O)N2CCCC2)c1 | -5 | -7
O=C(O)CN1C(=O)/C(=C/c2ccc(N3CCCCC3)o2)SC1=S | -4 | -2
CCOc1ccc(CNC(=O)c2cc3oc4ccccc4c3n2C)cc1 | 15 | -1
COc1ccc(-c2cnc3c(NC(C)=O)cc(-c4cc(F)ccc4OC)cn23)cc1OC | 19 | -5
O=C(NCCC1CCCCN1S(=O)(=O)c1ccccc1)C(=O)NCc1ccccc1 (stereo not given) | 16 | -11
c1ccc2cc(CCO[C@H]3CCCCO3)ncc2c1 | -19 | -3
CC1CCCCC1NC(=O)CCc1nc2sc3c(c2c(=O)[nH]1)CCCC3 (stereo not given) | 1 | -5
CC1(C)CC(NC(=S)Nc2ccc(S(N)(=O)=O)cc2)CC(C)(C)N1 | -11 | 9
CCOC(OCC)c1nc(N)[nH]c(=O)c1CCCCc1ccccc1 | -18 | 12
Cc1onc(-c2ccc(Cl)cc2Cl)c1C(=O)/C=C/N(C)C | -10 | -2
COCCCNC(=O)C[C@H]1C[C@H](C(=O)N2CCOCC2)[C@@]2(CCC3CCCC3)c3[nH]c4ccc(Cl)cc4c3CCN2C1=O | 30 | -5
COCCNC(=O)C(c1ccncc1)N(C(=O)c1sc(C)nc1C)c1cccc(C)c1 (stereo not given) | 16 | -10
COc1ccc(C(=O)N=c2sccn2C)cc1 | 3 | 4
CC(=O)Oc1ccccc1N(C(C)=O)S(=O)(=O)c1ccc2ccccc2c1 | -5 | 5
COCc1c(C(=O)N2CCN(S(=O)(=O)c3ccccc3Cl)CC2)oc2ccccc12 | -3 | -10
CCN(CC)C(=O)CSc1nnc(SC(C)C(=O)NC2CC2)s1 (stereo not given) | 1 | 4
COc1ccc(CCNC(=O)CN(C)S(=O)(=O)c2cccs2)cc1 | -1 | -3
CCCCCCCNC(=O)C1(CC2CC(c3cccc(Br)c3)=NO2)CCNCC1 (stereo not given) | 134 | -73
Nc1ccccc1C(=O)Nc1nccs1 | -15 | 30
O=C(Nc1cc(S(=O)(=O)N2CCOCC2)ccc1N1CCCC1)c1ccc2c(c1)S(=O)(=O)c1ccccc1C2=O | 0 | 4
O=C(NCc1cccc(C(F)(F)F)c1)c1cccc(Cl)c1Cl | 2 | -5
CCOC(=O)N(O)c1ccc(C=Cc2ccccc2)cc1 | -21 | 6
CC(C)(C)OC(=O)N1CCC(C(=O)N[C@@H](Cc2ccccc2)C(=O)O)CC1 | 4 | 8
CCCc1c(C(=O)Nc2ccc(F)cc2)cnn1-c1ccccc1 | 6 | 6
Cc1cc(C(=O)NCCc2ccc(S(N)(=O)=O)cc2)no1 | 12 | 4
CN(c1ccccc1)S(=O)(=O)c1cccc(C(=O)N2CCCCCC2)c1 | -34 | 5
Cc1ccc(S(=O)(=O)c2cc(O)ccc2O)cc1C | -12 | 6
C[C@@]12C(=O)Nc3cc(Cl)ccc3C(=O)N1[C@H]1c3cc(Cl)ccc3OC[C@@H]1[C@@H]2c1ccccc1 | 25 | -21
CSCCNC(=O)Nc1c(-c2c(Cl)cccc2Cl)noc1C | -2 | 4
CCC(C)N=Cc1c(NCc2ccco2)nc2c(C)cccn2c1=O (stereo not given) | -11 | 3
CCCNC(=O)C1(C)CCN(CCC(=O)c2ccc(Br)cc2)C1 (stereo not given) | -10 | 8
CCOC(=O)CN(C(=O)c1snc(C(N)=O)c1N)C(C(=O)NC1CCCCC1)c1ccc(F)cc1 (stereo not given) | -4 | -5
CC(C)N(Cc1nccn1C)C(=O)c1cc(COc2ccc3ncccc3c2)on1 | -25 | 0
CCC1CSC(Nc2ccc(C(=O)/C=C/c3cccc(C)c3)cc2)=N1 (stereo not given) | -8 | 18
CCOC(=O)c1ccccc1NS(=O)(=O)c1c(C)nc2sccn2c1=O | -34 | 5
CCCN(Cc1cc2ccc(C)cc2[nH]c1=O)S(=O)(=O)c1ccccc1 | -34 | 1
CC(NC(=O)Cn1cc(Br)c([N+](=O)[O-])n1)c1ccccc1 (stereo not given) | -9 | -3
COc1ccc(NC(=O)CSc2nnc(-c3ccc(F)cc3)o2)cn1 | -8 | -1
COc1ccc(C#Cc2c(-c3ccsc3)oc3ccc(N4CCOCC4)cc23)cc1 | 34 | i
COC(=O)C(C(=O)NCC1CCCO1)C1CCCC1 (stereo not given) | 11 | 1

The listing continues.
SMILES | TAG inh | TAG inh DAPI viability
COc1cccc(NC(=O)CN(C)C(=O)CC2CCCCC2)c1 | -31 | 5
COC(=O)c1ccccc1COc1cccn2c(N(C)C(=O)CCC3CCCC3)c(C)nc12 | -2 | -9
COc1ccccc1C(=O)Nc1ccnn1C1CCN(C/C=C/c2ccc(F)cc2)CC1 | 3 | 17
Cc1c(C(=O)Nc2ccncc2)sc2nc(-c3ccc(F)cc3)cn12 | 2 | 10
C[C@]12C(=O)N(c3ccccc3)C(=O)N1[C@@H]1c3ccccc3OC[C@@H]1[C@H]2c1ccccc1 | -12 | 1
CCOc1ccc(NS(=O)(=O)N(C)C)cc1 | -30 | 10
O=C(Nc1cccc(S(=O)(=O)N2CCCCCC2)c1)c1ccc(Cl)nc1 | 2 | -8
COC(=O)N1C(=O)[C@@](c2ccc(OC)cc2)(C(C)C)N1C(=O)OC | -3 | -4
Cc1ccc(S(=O)(=O)NCCC(=O)NCCOc2ccccc2)cc1 | -9 | 7
COc1ccc(NC(=O)Cn2nnc(C(=O)NCc3cccc(OC)c3)c2N)cc1 | -17 | 0
CC1CC(C)CN(C(=O)c2ccc(C#N)cc2)C1 (stereo not given) | 7 | 7
COCCNC(=O)CCc1nc(-c2ccccc2)no1 | 2 | -6
COc1ccc(OC)c(C2CC(=O)Nc3cc(OC)c(OC)c(OC)c32)c1 (stereo not given) | 4 | -2
COC(=O)CNc1c(-c2ccccn2)nc2ccc(Br)cn12 | -12 | -3
CN(c1ccccc1)S(=O)(=O)c1cccc(NC(=O)CCN2C(=O)C3CCCCC3C2=O)c1 (stereo not given) | -16 | 6
COc1ccccc1N1CCN(/N=C/c2ccc([N+](=O)[O-])cc2)CC1 | -21 | 0
O=C(O)CC(c1cccc(C(F)(F)F)c1)N1CCS(=O)(=O)CC1 (stereo not given) | -2 | 4
CC(Sc1nnc(COc2ccc3ccccc3c2)n1C)C(=O)O (stereo not given) | -15 | -11
CS(=O)(=O)c1ccccc1-c1nnc(NC(=O)CCS(=O)(=O)c2ccc(Cl)cc2)o1 | -10 | -2
Cc1ccc(S(=O)(=O)N2CC3(O)CN(C(=O)OC(C)C)N(C(=O)OC(C)C)CC3(OC(=O)Nc3cccs3)C2)cc1 (stereo not given) | 8 | 6
CCOc1ccc(OCC(=O)Nc2ccccc2C(F)(F)F)cc1 | 3 | -2
O=C(CNC(=O)c1ccco1)Nc1ccc(N2CCCCCC2)cc1 | 0 | 5
COc1ccc(/C=N/NC(=O)C(Cc2c[nH]c3ccccc23)NC(=O)OCC(C)C)cc1[N+](=O)[O-] (stereo not given) | -1 | 1
COc1ccc(NC(=O)CN(C)CC(=O)Nc2sc3c(c2C#N)CCC3)cc1 | -9 | 4
CCCC[C@@H](CNC)NC[C@H](Cc1ccc(O)cc1)NCCc1ccc(OCC)cc1 | 43 | -17
O=c1oc2c(-c3ccc([N+](=O)[O-])cc3)cc(O)cc2s1 | 1 | 1
Cc1cc(SCC(=O)NC(=O)NCc2ccco2)nc2ccccc12 | -6 | 1
CCOc1ccc(C2CC(=O)c3c([nH]c(C(=O)OC)c3C)C2)cc1OC (stereo not given) | 1 | 17
c1ccc2cc(OCCCn3ccnc3)ccc2c1 | -2 | 7
Cc1cc(C(F)F)n2ncc(C(=O)NC3CCCCCC3)c2n1 | 3 | -3
COC(=O)CN1C(=O)[C@H]2[C@@H](/C=C/c3ccccc3)N3C(=O)CN(Cc4ccccc4)C(=O)[C@@]3(C)[C@H]2C1=O | -1 | 2
CN(C(=O)/C=C/c1ccc(F)cc1)C1CCCCC1 | -1 | -2
Cc1ccc(S(=O)(=O)NCCC(=O)NNC(=O)COc2ccc(Br)cc2)cc1C | -11 | 2
COCCCNC(=S)Nc1ccccc1[N+](=O)[O-] | -4 | -3
CC(C)c1ccc(NC2CCCN(C(=O)c3ccnn3C)C2)cc1 (stereo not given) | -13 | 5
CC(C)CC(C(=O)N1CCOCC1)N1Cc2ccccc2C1=O (stereo not given) | 4 | 3
O=C(COC(=O)c1ccc(O)cc1)Nc1cccc(S(=O)(=O)NC2=NCCC2)c1 | -3 | 0
O=C(Nc1ccc(NS(=O)(=O)c2ccccc2)cc1)c1ccc(Cl)cc1 | 2 | 0
O=c1cc(-c2ccccc2)oc2cc(OCc3ccccc3)cc(O)c12 | 2 | -9
NC(=S)Nc1cccc(F)c1 | 4 | -7

Record cards, from the list above. Order of screens: TAG inh	TAG inh DAPI viability
`O=C(Nc1ccc(NS(=O)(=O)c2ccccc2)cc1)c1ccc(Cl)cc1` as listed: 2	0
`O=c1cc(-c2ccccc2)oc2cc(OCc3ccccc3)cc(O)c12` as listed: 2	-9
`CC(C)c1ccc(NC2CCCN(C(=O)c3ccnn3C)C2)cc1` (stereo not given) as listed: -13	5
`Cc1ccc(S(=O)(=O)NCCC(=O)NNC(=O)COc2ccc(Br)cc2)cc1C` as listed: -11	2
`COC(=O)CN1C(=O)[C@H]2[C@@H](/C=C/c3ccccc3)N3C(=O)CN(Cc4ccccc4)C(=O)[C@@]3(C)[C@H]2C1=O` as listed: -1	2

Continuation:
SMILES | TAG inh | TAG inh DAPI viability
CSc1nc2ncc(C#N)cn2n1 | -2 | 7
COc1ccc(N(CC(=O)NCCSCc2ccco2)S(=O)(=O)c2ccccc2)cc1Cl | -24 | 9
COc1ccc(NC(=O)COc2ccccc2C(N)=O)cc1S(=O)(=O)N1CCCCC1 | -7 | -2
Cc1ccc(-c2nnc(SCC(=O)N3c4ccccc4NC(=O)C3(C)C)n2N)cc1 | 7 | 3
O=C(NCC1CCCO1)c1ccc(Br)c(S(=O)(=O)N2CCOCC2)c1 (stereo not given) | 7 | 2
O=C(NCC(=O)N1CC=C(c2ccccc2)CC1)c1ccccc1Br | -12 | -5
NC(=O)c1oc2ccccc2c1NC(=O)CCc1ccccc1 | -8 | -4
Nc1ccc(-n2nncc2-c2ccccc2)cc1 | -12 | 14
Cc1ccccc1Nc1nc(N)nc(CSc2ccccc2)n1 | -7 | -5
CCN(CC)c1ccc(/C=N/N2CCOCC2)cc1 | 13 | 1
CCn1c(SCC(=O)N2CCc3ccccc32)nnc1-c1ccco1 | 7 | -4
Cc1ccc(SCCC(=O)N2CCC(C)CC2)cc1 | -10 | 13
CC1CC(C)CN(C(=O)c2ccc(NS(=O)(=O)c3ccc4[nH]c(=O)[nH]c4c3)cc2)C1 (stereo not given) | 4 | -5
Cn1c(Cc2ccccc2)nnc1SCC(=O)NCCc1ccccc1 | 6 | -3
CCN(CC)CCCNC(=O)CC1Sc2ccccc2NC1=O (stereo not given) | -1 | 5
COc1ccc(Br)cc1CNCCSc1nnnn1C | 13 | 17
C=CCc1c(N(CC)CC)nc(C)[nH]c1=O | -2 | 9
COc1cccc(C2=CC(=O)C[C@H](c3ccc(F)cc3)C2)c1OC | 3 | -6
N=c1c2c(n(Cc3ccccc3)c3c1CCC3)CCC2 | -26 | 6
CCOC(=O)c1c(CN(C)C)oc2cc(CN(C)C)c(O)c(CSc3ccccc3)c12 | 0 | 6
CC(=O)c1cccc(CN2CCC(n3nccc3NC(=O)CCCc3ccccc3)CC2)c1 | -8 | 1
O=C(O)/C=C/C(=O)NNC(=O)c1ccc(Cl)cc1Cl | -7 | 2
CCOC(=O)/C(C#N)=C/Nc1ccsc1C(C)=O | 5 | -1
Cc1oc2c(cc(NS(=O)(=O)c3ccc(Cl)cc3)c3ccccc32)c1C(=O)O | -4 | 1
COc1ccc(S(=O)(=O)Cc2ccc(C(=O)N3CCN(c4ccc(Cl)cc4)CC3)o2)cc1 | 5 | -1
Cc1ncoc1C(=O)Nc1ncc([N+](=O)[O-])s1 | -1 | -8
O=C(O/N=C1/CCCc2occc21)c1ccc(F)cc1 | 2 | -4
CCOC(=O)C1CCN(C(=O)CCc2ccc(S(=O)(=O)NCC(C)C)cc2)CC1 | -1 | 0
COc1ccccc1NC(=O)NC1CCCCCCC1 | -24 | 1

Given with values under each structure: two of the compounds above.
The line under a structure holds: TAG inh | TAG inh DAPI viability
> Cc1oc2c(cc(NS(=O)(=O)c3ccc(Cl)cc3)c3ccccc32)c1C(=O)O
→ -4 | 1
> CCOC(=O)C1CCN(C(=O)CCc2ccc(S(=O)(=O)NCC(C)C)cc2)CC1
→ -1 | 0
